M5 antag – human M5 muscarinic receptor antagonists, primary screen, CHO cells, Fluo-8 calcium fluorescence. Muscarinic acetylcholine receptor M5 (Homo sapiens), P08912. CHO-hM5 cells, ACh EC80. inhibition, % at 3 µM. hit rate 0.59% among 360,000;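 active = inhibition above a per-plate cutoff, the mean of that plate's test compounds plus 3 SD, cut at about 27% in these data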;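 note: 0% = acetylcholine EC80 with DMSO and 100% = DMSO without agonist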
CRFR2-BP antag – antagonists of CRF-BP/CRF-R2 complex, primary screen, cell-based, HEK293, calcium dye fluorescence, uHTS; CRF-induced calcium fluorescence; inhibition, % at 11.8 µM; hit rate 0.59% among 350,000;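 active = inhibition of the ligand-induced calcium signal above about 50% at the single tested concentration, limit read from the data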
M4 PAM – human M4 muscarinic receptor positive allosteric modulators, primary screen, CHO-K1 cells, Fluo-8 calcium fluorescence; hit rate 0.4% among 360,000; AID 624126, 2012; activation, % at 3 µM; Muscarinic acetylcholine receptor M4 (Homo sapiens), P08173; CHO-K1 hM4/Gqi5, ACh EC20; 0% = ACh EC20, 100% = maximal ACh;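 active = activation above its plate's cutoff, the mean activation of sample wells plus 3 SD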; note: some results filed as inactive read as strong as hits
Target sequence (P08173 whole entry, looked up): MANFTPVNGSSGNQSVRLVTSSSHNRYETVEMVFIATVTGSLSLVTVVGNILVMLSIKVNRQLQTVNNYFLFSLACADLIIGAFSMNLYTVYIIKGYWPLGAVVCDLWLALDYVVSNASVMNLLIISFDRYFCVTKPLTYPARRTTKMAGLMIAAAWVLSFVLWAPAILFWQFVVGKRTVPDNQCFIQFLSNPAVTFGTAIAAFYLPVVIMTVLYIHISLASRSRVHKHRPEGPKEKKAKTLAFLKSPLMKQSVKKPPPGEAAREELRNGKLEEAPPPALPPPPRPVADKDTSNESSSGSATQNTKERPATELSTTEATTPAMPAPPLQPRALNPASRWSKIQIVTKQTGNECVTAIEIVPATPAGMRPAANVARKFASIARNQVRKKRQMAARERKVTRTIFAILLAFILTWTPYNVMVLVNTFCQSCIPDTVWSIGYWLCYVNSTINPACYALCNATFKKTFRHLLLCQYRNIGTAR
TAAR1 antagonist – human TAAR1 antagonists, primary screen, Fluo-8 calcium fluorescence, CHO RD-HGA16 cells. Trace amine-associated receptor 1 (Homo sapiens), Q96RJ0. antagonist. inhibition, % at 3 µM. hit rate 1.5% among 360,000;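 active = inhibition above a per-plate cutoff, the mean inhibition of test compounds on that plate plus 3 SD, cut at about 49% in these data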;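 note: 0% = DMSO plus EC80 beta-PEA response and 100% = DMSO alone without agonist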
Target sequence (Q96RJ0 whole entry, looked up): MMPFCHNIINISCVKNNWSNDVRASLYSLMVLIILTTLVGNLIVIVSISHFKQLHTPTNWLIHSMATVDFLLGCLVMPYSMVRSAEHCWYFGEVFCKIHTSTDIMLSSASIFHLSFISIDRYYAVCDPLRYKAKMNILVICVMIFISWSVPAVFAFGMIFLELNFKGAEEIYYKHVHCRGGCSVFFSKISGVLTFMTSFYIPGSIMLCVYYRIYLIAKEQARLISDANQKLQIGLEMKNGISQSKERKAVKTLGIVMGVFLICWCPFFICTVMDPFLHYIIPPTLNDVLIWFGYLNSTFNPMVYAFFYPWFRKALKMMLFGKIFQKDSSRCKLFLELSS
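Test system: hTAAR1-expressing CHO RD-HGA16 cells, Gα16-coupled; Probe or stimulus: EC80 β-phenethylamine stimulus; Compound dosing: single nominal final test compound concentration of 3 µM; Timing: 140 s kinetic read after compound, 140 s after agonist; Signal: Fluo-8 calcium-sensitive fluorescence; Measure: % inhibition of agonist calcium response; Controls: DMSO and EC80 PEA controls.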
CHRM5 PAM – human M5 muscarinic receptor positive allosteric modulators, primary screen, CHO-K1 cells, Fluo-8 calcium fluorescence | Muscarinic acetylcholine receptor M5 (Homo sapiens), P08912 | CHO-K1 hM5, ACh EC20 PAM; 0% = ACh EC20, 100% = ACh EC100 | activation, % at 3 µM | hit rate 0.3% among 360,000;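 active = activation above the run cutoff, the mean activation of all test compounds plus 3 SD, cut at about 18% in these data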
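Measured by: Fluo-8 calcium fluorescence; material: human M5 receptor in CHO-K1 cells; schedule: Post-acetylcholine fluorescence recording 140 s; benchmarks: low control EC20 acetylcholine (0%), high control EC100 acetylcholine (100%); read-out: Max/basal fluorescence ratio as % of EC20–EC100 ACh window; compound: single dose, 3 µM nominal final test concentration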
M5 ag – human M5 muscarinic receptor agonists, primary screen, CHO-K1 cells, Fluo-8 calcium fluorescence | CHO-K1 hM5 cells; 0% DMSO wells, 100% maximal acetylcholine response | hit rate 0.19% among 360,000 | activation, % at 3 µM | AID 624037, 2012;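 active = activation above the run's mean over test compounds plus 3 SD, cut at about 23% in these data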;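 note: signal is peak over basal fluorescence ratio across the kinetic read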
CRFR2-BP ag – agonists of CRF-BP/CRF-R2 complex, primary screen, cell-based, HEK293, calcium dye fluorescence, uHTS; calcium dye fluorescence (FLIPR); percent of saturating CRF peptide response; hit rate 0.46% among 350,000; activation, % at 13.2 µM; AID 588473, 2011;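 active = activation of at least 50%, plus an integration ratio under a set limit after plate pattern correction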;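 note: plate controls were neutral control wells without compound for no effect and CRF at EC100 for full effect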
TAAR1 ag – human TAAR1 agonists, primary screen, Fluo-8 calcium fluorescence, CHO RD-HGA16 cells | vehicle wells 0%, saturating PEA agonist 100% | Trace amine-associated receptor 1 (Homo sapiens), Q96RJ0 | AID 624467, 2012 | hit rate 0.99% among 360,000 | activation, % at 3 µM;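 active = activation above the mean activation of all test compounds in the run plus 3 SD, cut at about 38% in these data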
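Signal – calcium-sensitive Fluo-8 signal, excitation 470-495, emission 515-575 nm · System – RD-HGA16 (CHO) cells co-expressing Gα16 and hTAAR1 · Incubation – 17-24 h seeding, 75 min 37 °C dye, 30 min RT · Compound dosing – 3 µM single concentration · Repeats – no replicates (n 1)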
M1 PAM parental – nonselective calcium activators in parental CHO-K1 cells, primary screen, counter-screen for M1 PAM project, cell-based, Fluo-8 calcium fluorescence, full deck, 1536-well; ATP EC20; 0% at ATP EC20, 100% at ATP max; activation, % at 3 µM; hit rate 0.02% among 360,000; AID 602247, 2012;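 active = activation above the run cutoff, the mean activation of all test compounds plus 3 SD, cut at about 40% in these data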;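 note: peak over basal fluorescence ratio in a 140 s read after ATP addition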
Starred values were filed as active, the others as inactive; · = no result given.

#1 COc1ccc(NC(=O)CCN(c2ccc(OC)cc2)S(=O)(=O)c2ccc(C)c(C)c2)cc1
#2 CC(C)[C@H](NC(=O)NCc1ccc(Cl)cc1)C(=O)O
#3 CCC1(C(=O)c2ccccc2)C2c3cc(Br)ccc3OC(=O)C21C(=O)N1CCOCC1 (centres undefined)
#4 C=CCn1c(SCC(=O)Nc2ccc(Br)cc2)nc(O)cc1=O
#5 Cc1nn(C)c(C(=O)N/N=C/c2ccc(C(F)(F)F)cc2)c1[N+](=O)[O-]
#6 CCOC1=CC(=O)OC(c2ccccc2)C1 (centres undefined)
#7 O=C(COC(=O)CN1C(=O)COc2ccccc21)NCc1ccc(F)cc1
#8 CCNc1nc(NCC)nc(N(CC)C(N)=S)n1
entry no.	1	2	3	4	5	6	7	8
M5 antag	7	0	3	-12	5	7	-3	14
CRFR2-BP antag	8	-17	-19	-14	2	-6	6	-15
M4 PAM	4	6	11	0	-11	0	0	-7
TAAR1 antagonist	7	11	2	-18	-21	-4	9	-13
CHRM5 PAM	-3	4	-3	3	-3	-9	5	-4
M5 ag	0	-1	0	0	-4	-3	0	1
CRFR2-BP ag	0.5	0.8	0.9	4.4	-1.1	0.6	-2.6	-0.1
TAAR1 ag	6	-1	13	-1	-1	0	-1	2
M1 PAM parental	9	1	9	-8	16	9	-2	-2

#9 CSc1ccccc1C(=O)NCC(c1ccco1)N(C)C (centres undefined)
#10 COC(=O)C1=CN(c2ccc(OC)cc2)C(N)=C(C#N)C1c1ccc(OC)cc1 (centres undefined)
#11 CCC1(O)c2ccccc2-c2ncccc21 (centres undefined)
#12 Cc1cc(N2CCCC2)nc(-c2ccccc2O)n1
#13 CCc1cc(CNC(=O)c2ccc3nc(Cc4ccc(OC)c(OC)c4)oc3c2)on1
#14 Cc1[nH]n(-c2ccccc2)c(=O)c1N=Nc1ccc(Cl)cc1
#15 O=C(COc1ccc(Br)cc1Cl)NC(=S)Nc1ccccn1
#16 O=S(=O)(Nc1ccn(-c2ccccc2)n1)c1ccc(Br)cc1
entry no.	9	10	11	12	13	14	15	16
M5 antag	3	-4	-4	-2	-4	2	2	-2
CRFR2-BP antag	7	·	4	25	0	-17	5	6
M4 PAM	3	16	-5	10	2	0	2	10
TAAR1 antagonist	5	8	13	-17	3	-18	-25	-8
CHRM5 PAM	1	3	6	5	-2	-6	1	4
M5 ag	-5	-1	3	-2	0	4	-1	-1
CRFR2-BP ag	-1.9	·	0.7	-1.2	-0.2	1.6	0.8	0.4
TAAR1 ag	0	2	0	19	6	0	1	6
M1 PAM parental	-3	·	4	15	17	-5	20	-3

#17 CN(C)CCNC(=O)c1[nH]nc2c1CCc1ccccc1-2
#18 COc1ccccc1CCC(=O)Oc1ccccc1C#N
#19 O=C(/C=C/c1ccccc1Cl)NCCN1CCOCC1
#20 Cc1cccc(N2CCN(S(=O)(=O)c3ccc4c(c3)C(C)(C)C(=O)N4C)CC2)c1C
#21 Cc1c(Br)c([N+](=O)[O-])nn1CC(=O)Nc1ccc(C(N)=O)cc1
#22 Cc1cccc(Cl)c1NC(=O)N1CCCN(c2nc3ccc(Cl)cc3s2)CC1
#23 CN(CC(=O)Nc1cccc(F)c1)C(=O)c1ccccc1Sc1ccccc1C#N
#24 Cc1ccc(C(=O)N/C(=C\C=C\c2ccccc2)C(=O)NCc2ccco2)cc1
entry no.	17	18	19	20	21	22	23	24
M5 antag	2	-12	1	7	18	-8	22	-3
CRFR2-BP antag	5	-7	5	31	-3	0	0	-18
M4 PAM	3	2	6	0	-2	-10	-10	10
TAAR1 antagonist	4	-2	-2	14	0	17	26	7
CHRM5 PAM	3	17	-1	-10	-6	-3	-17	-2
M5 ag	-3	-4	1	-2	2	5	0	-5
CRFR2-BP ag	-0.2	0.2	-1.7	2.3	0.5	0.6	-0.3	1.2
TAAR1 ag	0	-2	3	-2	1	-1	5	0
M1 PAM parental	-4	14	11	23	19	7	-10	19

Record cards (already shown). Values in the order: M5 antag, CRFR2-BP antag, M4 PAM, TAAR1 antagonist, CHRM5 PAM, M5 ag, CRFR2-BP ag, TAAR1 ag, M1 PAM parental
CN(CC(=O)Nc1cccc(F)c1)C(=O)c1ccccc1Sc1ccccc1C#N across the screens: 22, 0, -10, 26, -17, 0, -0.3, 5, -10
COc1ccccc1CCC(=O)Oc1ccccc1C#N across the screens: -12, -7, 2, -2, 17, -4, 0.2, -2, 14
Cc1c(Br)c([N+](=O)[O-])nn1CC(=O)Nc1ccc(C(N)=O)cc1 across the screens: 18, -3, -2, 0, -6, 2, 0.5, 1, 19
Cc1cccc(Cl)c1NC(=O)N1CCCN(c2nc3ccc(Cl)cc3s2)CC1 across the screens: -8, 0, -10, 17, -3, 5, 0.6, -1, 7
O=C(/C=C/c1ccccc1Cl)NCCN1CCOCC1 across the screens: 1, 5, 6, -2, -1, 1, -1.7, 3, 11

Further compounds follow:
#25 COc1cc2nc3n(c(=O)c2cc1OC)-c1ncccc1C(=O)NC3Cc1ccccc1 (centres undefined)
#26 CC(C)C(=O)NNS(=O)(=O)c1ccccc1
#27 CC(=O)N/N=C\c1cccc(OC/C=C/c2ccccc2)c1
#28 CSc1ccccc1NC(=S)Nc1ccc(S(N)(=O)=O)cc1
#29 CC(C)OC(=O)CC12CN3CN(C1)CC(CC(=O)OC(C)C)(C3)C2=O
#30 O=C(/C=C/c1cccs1)c1ccc(Br)cc1
#31 CC1(C)CC(=O)C=C(NCCN2CCN(C(=S)NC3CCCCC3)CC2)C1
#32 O=C(CCNC(=O)c1ccco1)Nc1nc2ccccc2s1
entry no.	25	26	27	28	29	30	31	32
M5 antag	8	15	-7	-5	1	-6	-6	3
CRFR2-BP antag	-4	12	16	3	11	-17	-2	14
M4 PAM	0	-1	4	-4	-6	0	-26	1
TAAR1 antagonist	0	-7	-14	-13	5	-16	-7	-2
CHRM5 PAM	-3	-17	-6	-2	-6	-4	7	3
M5 ag	2	1	3	1	-1	2	0	2
CRFR2-BP ag	1.4	-0.1	2.0	-1.9	-1.0	1.7	-3.4	0.6
TAAR1 ag	3	0	1	4	15	9	0	3
M1 PAM parental	10	5	-21	4	3	-6	7	-2

#33 CN(Cc1ccc([N+](=O)[O-])cc1)c1ccccc1
#34 Cc1cc2nc(CSc3ccccc3)cc(=O)n2[nH]1
#35 NC(=O)C1CN(C(=O)c2cccc(S(=O)(=O)N3CCc4ccccc43)c2)c2ccccc2O1 (centres undefined)
#36 CCCCNC(=O)c1cc2c(=O)n(CC)c3ccccc3c2s1
#37 O=C(C1CCC1)N1CCc2cc(S(=O)(=O)NCc3ccco3)ccc21
#38 COc1ccccc1CNC(=O)C12CC3CC(CC(C3)C1)C2
#39 Cc1cccc(C)c1N1CC(=O)N(c2c(C)cccc2C)CC1=O
#40 CCC(Sc1nnc2c3ccccc3n(CC)c2n1)C(=O)Nc1sc2c(c1C#N)CCCC2 (centres undefined)
entry no.	33	34	35	36	37	38	39	40
M5 antag	6	-8	7	7	6	3	-1	2
CRFR2-BP antag	55*	7	-4	7	7	-6	1	-6
M4 PAM	0	9	12	4	-1	-4	-1	4
TAAR1 antagonist	6	4	-1	0	9	-21	-6	-13
CHRM5 PAM	1	3	-12	-4	-2	2	-9	-4
M5 ag	-5	2	3	-2	-3	-4	-7	0
CRFR2-BP ag	-6.0	0.2	1.1	-0.5	-0.6	0.2	-1.5	0.3
TAAR1 ag	-1	7	11	1	5	-1	5	3
M1 PAM parental	-4	12	-11	-7	16	-11	5	17

#41 Cc1cc(C(=O)CSc2nc3ccc(Cl)cc3[nH]2)c(C)n1C
#42 Cc1ccc(C)c(NC(=O)CN(C)C(=O)CSCc2c(C)noc2C)c1
#43 O=C(CN1CCC(O)(c2cccc(C(F)(F)F)c2)CC1)NCCc1ccccc1
#44 Cc1csc(NC(=O)CSc2nnc(NC(=O)NC(C)(C)C)s2)n1
#45 Cc1ccc(NC(=O)c2c(C)nc3ccccn23)cc1C
#46 CC1(C)CC2CC(C)(CN2C(=O)COC(=O)c2ccc(NC(=O)CC#N)cc2)C1 (centres undefined)
#47 COC(=O)/C(=N/Nc1ccc(C)cc1)N1CCCc2ccccc21
#48 CCC(C(=O)NC1CCCC1)n1c(-c2ccccn2)nc2ccccc21 (centres undefined)
entry no.	41	42	43	44	45	46	47	48
M5 antag	4	-3	-3	2	0	1	-10	-8
CRFR2-BP antag	-9	-17	-8	1	8	3	-6	·
M4 PAM	3	-4	2	-8	-1	7	-4	-5
TAAR1 antagonist	-8	2	-11	8	-2	4	10	5
CHRM5 PAM	2	1	-1	-8	-4	12	-4	5
M5 ag	0	-3	0	5	-1	3	-7	-3
CRFR2-BP ag	0.1	0.7	1.3	0.6	-0.2	-0.5	1.2	·
TAAR1 ag	6	1	1	0	1	1	6	-3
M1 PAM parental	19	17	4	-3	0	9	19	·

2 compounds drawn at random from those above, as already listed:
#44 Cc1csc(NC(=O)CSc2nnc(NC(=O)NC(C)(C)C)s2)n1
#41 Cc1cc(C(=O)CSc2nc3ccc(Cl)cc3[nH]2)c(C)n1C
entry no.	44	41
M5 antag	2	4
CRFR2-BP antag	1	-9
M4 PAM	-8	3
TAAR1 antagonist	8	-8
CHRM5 PAM	-8	2
M5 ag	5	0
CRFR2-BP ag	0.6	0.1
TAAR1 ag	0	6
M1 PAM parental	-3	19

Continued.
#49 Cc1cc(C)c2cc(C#N)c(SCC(=O)Nc3ccc4c(c3)OCO4)nc2c1
#50 CCO[C@@H]1OC(C(N)=O)=C[C@H](c2ccc3c(c2)OCO3)[C@H]1CCCO
#51 Cc1cc(NC(=O)COC(=O)c2cc(S(=O)(=O)N(C)C)ccc2Cl)no1
#52 Cc1c(C(=O)Nc2ccc(F)cc2)cn2c(nc3ccccc32)c1C#N
#53 Fc1ccc(N/N=C2/CCSc3sccc32)c(F)c1
#54 O=C(COc1ccccc1[N+](=O)[O-])Nc1cc(C(=O)O)cc(C(=O)O)c1
#55 Cc1ccc([N+](=O)[O-])c(C(=O)Nc2cccnc2Cl)c1
#56 CC(CCc1ccccc1)NC(=O)C(=O)N1CCOCC1 (centres undefined)
entry no.	49	50	51	52	53	54	55	56
M5 antag	7	9	4	-5	-2	3	-1	17
CRFR2-BP antag	-3	-4	5	-16	-6	10	5	3
M4 PAM	5	4	-1	3	11	-3	0	-4
TAAR1 antagonist	-20	12	-13	-14	-26	3	-22	5
CHRM5 PAM	1	-1	-2	6	6	-2	7	-17
M5 ag	-1	2	3	0	4	0	0	2
CRFR2-BP ag	2.8	-1.2	0.3	6.3	-0.1	1.8	-0.9	-0.8
TAAR1 ag	-2	16	10	1	0	4	-1	6
M1 PAM parental	13	-3	24	18	6	12	-10	-15
